# Apoferritin bind – candidate novel general anesthetic via apoferritin binding; 0.074% of 350,000 active; P02791; apoferritin/1-aminoanthracene competitive binding, fluorescence; Potency, µM (titrated, usually from 77.5 µM), for inactives: top-dose activity change, negative = displacement, most hits filed as inhibitors; further: potency means the concentration at half of the fitted maximal effect; on the % scale 0 is the no-effect control and ±100 the full control effect; nearly all actives have a fitted effect of over 20% in size
# Target sequence (P02791 2-175 limits assumed): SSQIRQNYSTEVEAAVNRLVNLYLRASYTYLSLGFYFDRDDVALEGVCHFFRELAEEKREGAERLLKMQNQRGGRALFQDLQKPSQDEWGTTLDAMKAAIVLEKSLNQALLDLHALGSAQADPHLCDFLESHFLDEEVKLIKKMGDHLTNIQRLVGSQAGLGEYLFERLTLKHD
#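 Steps: apoferritin (10 uM) was premixed with half-saturated 1-AMA in PBS, compounds were pin-transferred, plates stood 10 min at room temperature, fluorescence was read at 380/535 nm, and curves were fitted with a Hill equation.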
# TRHR ag – agonists of human TRH receptor | P34981 | TRHR cells, calcium flux fluo-8, FDSS agonist mode | activation, % at 2 µM | 0.18% of 360,000 active; in the data active means activation above about 30%; further: 0% is about no effect
# Target sequence (P34981 whole entry, looked up): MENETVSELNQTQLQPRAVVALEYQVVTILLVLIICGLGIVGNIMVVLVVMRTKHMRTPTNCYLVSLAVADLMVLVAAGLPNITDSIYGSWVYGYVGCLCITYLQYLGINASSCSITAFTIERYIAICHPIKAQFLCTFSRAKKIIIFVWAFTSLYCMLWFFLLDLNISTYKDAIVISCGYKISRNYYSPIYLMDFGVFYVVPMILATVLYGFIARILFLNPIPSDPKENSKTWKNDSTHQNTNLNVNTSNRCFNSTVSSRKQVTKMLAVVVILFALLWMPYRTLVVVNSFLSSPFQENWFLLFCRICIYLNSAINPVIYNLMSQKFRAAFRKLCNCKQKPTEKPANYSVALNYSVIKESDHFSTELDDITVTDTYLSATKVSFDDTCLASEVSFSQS
#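 Fluo-8-loaded TRHR cells; 10 s baseline, compound added, kinetic Ca2+ fluorescence read 1/s, agonist mode.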
# RXFP1 agonist – RXFP1 (human) receptor agonism | Q9HBX9 | HEK293T-RXFP1 cAMP TR-FRET, 30 min; response scale: percent of porcine relaxin response, buffer zero | Potency, µM (titrated, usually from 57.5 µM), for the others: at the top dose activation, usual class: activators | 0.3% of 370,000 active; further: potency means the concentration at half of the fitted maximal effect; on the % scale 0 is the no-effect control and ±100 the full control effect; nearly all actives have a fitted effect of over 60% in size; many of its hits are not listed in these tables
#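 Agonist response is measured as cAMP accumulation in an RXFP1-transfected HEK293T line under PDE4 inhibition. Values are scaled between buffer-only and 29 nM porcine relaxin, and EC50s come from standard Hill equation fits.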
# D2 PAM – positive allosteric modulators of human D2 dopamine receptor; potentiation, % at 10 µM; 0.34% of 340,000 active; P14416; HEK293 T-REx D2, calcium flux, EC20 dopamine potentiation;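 active means potentiation over 3 SD above the plate norm, cut at about 30% in these data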; further: 0% is about no effect
#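 Tetracycline-induced Hek293 Trex D2 cells, force-coupled to calcium, loaded with no-wash calcium dye. Compound added with 180 s kinetic read for agonism, then EC20 dopamine and a further 180 s read for potentiation.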
# D1 antagonist – antagonists of human D1 dopamine receptor; P21728; HEK293 TREx D1 cells, calcium flux, dopamine EC80; hits give low values; activity change, negative = inhibition, % at 10 µM; 3.2% of 360,000 active; AID 504652; in the data active means activity change below about -30%; further: on the % scale 0 is the no-effect control and ±100 the full control effect
# Target sequence (P21728 whole entry, looked up): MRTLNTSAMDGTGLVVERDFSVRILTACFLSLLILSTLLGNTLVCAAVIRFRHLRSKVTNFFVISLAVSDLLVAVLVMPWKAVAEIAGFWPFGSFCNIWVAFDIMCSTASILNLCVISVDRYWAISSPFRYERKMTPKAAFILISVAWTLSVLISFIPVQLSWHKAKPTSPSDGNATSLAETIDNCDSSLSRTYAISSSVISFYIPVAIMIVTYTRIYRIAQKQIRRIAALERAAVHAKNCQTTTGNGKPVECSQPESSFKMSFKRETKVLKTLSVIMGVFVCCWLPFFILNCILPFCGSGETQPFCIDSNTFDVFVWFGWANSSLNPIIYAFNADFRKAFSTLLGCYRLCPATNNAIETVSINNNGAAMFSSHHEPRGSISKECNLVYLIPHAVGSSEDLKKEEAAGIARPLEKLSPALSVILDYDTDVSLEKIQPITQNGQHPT
#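 Using tetracycline-induced force-coupled D1 Hek293 cells and a calcium dye, signals were followed for 180 s after compound, then for 180 s after EC80 dopamine, to detect inhibitors.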
# RXFP1 antag – RXFP1 (human) relaxin receptor antagonism. activity change, negative = inhibition, % at 57.5 µM. Q9HBX9. 0.59% of 350,000 active. AID 1259400. HEK293-RXFP1, relaxin-stimulated cAMP HTRF, 30 min; hits give low values;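 active means activity change of -60% or lower, but not beyond a set lower limit; inconclusive means change between -60% and -40%, or beyond the set limit; inactive means change above -40%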; further: on the % scale 0 is the no-effect control and ±100 the full control effect
# D1 PAM – potentiators of human D1 dopamine receptor; P21728; HEK293 TREx D1 cells, calcium flux, dopamine EC20 potentiation; potentiation, % at 10 µM; 0.036% of 360,000 active; AID 504651; in the data active means potentiation above about 30%; further: 0% is about no effect
# TRHR PAM – allosteric enhancers of human TRH receptor | enhancement, % at 2 µM | AID 493056 | 0.66% of 360,000 active | TRHR cells, fluo-8 calcium fluorescence, EC20 TRH enhancement; in the data active means enhancement above about 30%; further: 0% is about no effect
#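 TRHR-expressing cells loaded with fluo-8 calcium dye were read kinetically (ex 480/em 530) during compound addition, then stimulated with an EC20 of TRH (10 nM final). Enhancement of the Gq-mediated intracellular calcium response was scored.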
# D1 ag – human D1 receptor agonism; P21728; HEK293 T-REx D1 cells, calcium flux, agonist mode; activation, % at 2 µM; 1% of 360,000 active; AID 504660; in the data active means activation above about 30%; further: 0% is about no effect
#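 Inducible HEK293 T-REx D1 cells, force-coupled to calcium signalling, were plated at 4000 cells/well with tetracycline and held overnight at 30 C. After no-wash calcium dye loading, compound-evoked calcium rise over 180 s flagged agonists.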
# Active calls of the source: *; ? = inconclusive; . = no result given; & = joins results of further samples; [ ] = dose if it differs, or a comment. Unless noted, the call rests on the fitted dose curve; in most records, active means well fitted curve in the direction sought with a large enough effect; inconclusive means small, poorly fitted or top-dose-only effect, or another doubt; inactive means no such curve, though single readings can be large; an effect the other way counts as inactive or inconclusive. This is a subset; rates above refer to the full screens.
item	TRHR PAM	RXFP1 antag	D1 PAM	D2 PAM	Apoferritin bind	D1 ag	RXFP1 agonist	TRHR ag	D1 antagonist	Molecule
1	-3	-1	2	9	-9%	0	-0.3%	-0.2	3	CCCCC(=O)NNC(=S)NCc1ccccc1
2	12	?	-11	16	-16%	2	-1.1%	-0.8	-26	N=c1n(CCN2CCCCC2)c2ccccc2n1CC(=O)c1ccc(Cl)c(Cl)c1
3	50*	8	6	3	-2%	1	-0.1%	-0.2	13	COc1cc(OC)cc(C(=O)Nc2cccnc2)c1
4	9	.	-2	5	3%	-1	-1.3%	-2.7	9	Cc1cc(C)c(NC(=O)CSc2nc3nc(C)cc(C)n3n2)c(C)c1
5	12	-4	7	17	1%	2	-1.2%	-0.4	1	Cc1cc(OCCOc2cccc3cccnc23)c(C)cc1Cl
6	-3	0	1	1	-7%	3	1.9%	0.3	-1	Cc1ccc([N+](=O)[O-])cc1N1C(=O)CS/C1=N\NC(=O)c1cccnc1
7	0	-4	-7	2	-9%	3	2.3%	-0.6	-17	NNC(=O)c1cc(-c2ccc(O)cc2)nc2ccc(Br)cc12
8	11	-9	2	-4	?	4	0.5%	1.7	5	CN1CCc2c(sc(NC(=O)c3ccc(S(=O)(=O)N4CCCC4)cc3)c2C(N)=O)C1
9	13	-4	-7	0	7%	0	0.6%	-0.1	3	O=C(Nc1cc([N+](=O)[O-])ccc1F)C1CC1
10	-1	-4	-9	.	.	4	1.2%	0.3	-31*	CCOc1ccc(CCNC(=O)c2cccc(-n3cnnn3)c2)cc1OCC
11	2	-11	-1	4	-6%	2	-0.2%	0.2	0	COc1cc(C(=O)NCC(=O)OCCN2C(=O)c3ccccc3C2=O)cc(OC)c1OC
12	3	-7	-13	-5	2%	3	3.3%	-0.3	-6	CCCC1=C(C(=O)OCC)C(c2cccnc2)n2nc(C)nc2N1 (stereo not drawn)
13	-4	-9	6	5	?	2	3.5%	-0.2	2	O=C(NCCCn1ncc2ccccc21)c1cc(COc2c(F)cccc2F)on1
14	-1	1	-2	5	9%	3	4.8%	0.9	3	CCc1ccc(-c2nc3cc(NC(=O)c4ccc(F)cc4)ccc3o2)cc1
15	4	9	9	9	-11%	5	?	0.3	-1	Cc1ccc(C2/C(=C(/O)c3ccc4c(c3)CC(C)O4)C(=O)C(=O)N2CCCn2ccnc2)cc1 (stereo not drawn)
16	2	-5	4	10	-21%	1	-0.7%	0.2	5	Cc1cccc(C(=O)Nc2cccc3cccnc23)c1
17	-1	-18	-2	8	3%	0	2.1%	0.3	-6	COc1ccc(C2C(C#N)=C(N)Oc3cc(C)[nH]c(=O)c32)c(OC)c1OC (stereo not drawn)
18	8	-14	-6	7	?	0	-0.2%	-0.7	-15	O=C(Nc1ccc(N2CCCC2)c(Cl)c1)c1ccc(Br)o1
19	32*	0	-4	-3	.	2	0.3%	0.3	-5	CC1C(=O)N2CCCc3cc(S(=O)(=O)Nc4ccccc4C(N)=O)cc1c32 (stereo not drawn)
20	-3	-3	-4	0	41%[activator]	-1	0.0%	-0.2	5	COc1ccc(CNC(=O)C2CCN(c3nnc(-n4cccc4CNc4ccc(C)cc4)s3)CC2)c(OC)c1
21	-4	10	-8	-1	-3%	1	-0.8%	-0.1	-30	O/N=C1\CC/C(=N\O)c2nn(-c3ccccc3Cl)nc21
22	2	9	-8	-6	?	5	3.0%	1.0	-40*	COc1cccc(CC(=O)N2CCN(c3ccccc3[N+](=O)[O-])CC2)c1
23	-6	1	-8	6	-3%	1	-2.5%	0.8	3	COCCSc1nnc(NC(=O)C2CCN(C(=O)c3ccco3)CC2)s1
24	7	8	-4	1	-2%	3	-0.1%	0.3	2	Cc1ccc(-c2csc(NC(=S)NC(=O)c3ccco3)n2)cc1
25	-6	7	1	-1	-17%	0	2.6%	-0.2	-10	Cc1onc(-c2ccccc2Cl)c1C(=O)NCc1ccco1
26	1	-1	0	1	-3%	1	0.6%	-0.7	4	C/C=C/c1ccc(OCCCn2cncn2)c(OC)c1
27	-7	-5	-3	-13	-13%	1	-0.3%	-1.4	1	CNc1oc(-c2ccccc2Cl)nc1C#N
28	8	2	-1	-3	0%	7	-2.5%	0.2	-4	CCOC(=O)Cn1nc(NC(=O)c2ccc(C(=O)OC)cc2)cc1C
29	1	-5	4	12	-6%	2	0.8%	0.4	7	COc1cccc(CSc2nc3cc(C(=O)NC4CCCC4)ccc3c(=O)n2Cc2ccccc2)c1
30	8	-3	-4	-1	-12%	5	-0.2%	-1.1	-20	Cc1onc(-c2ccccc2Cl)c1C(=O)Nc1ccccc1C(N)=O

# Taken from above.
# In TRHR PAM, `CCCCC(=O)NNC(=S)NCc1ccccc1` has the entry -3
# In RXFP1 agonist, `COc1cc(C(=O)NCC(=O)OCCN2C(=O)c3ccccc3C2=O)cc(OC)c1OC` has the entry -0.2%
# In RXFP1 antag, `Cc1ccc([N+](=O)[O-])cc1N1C(=O)CS/C1=N\NC(=O)c1cccnc1` has the entry 0
# In D2 PAM, `Cc1cc(C)c(NC(=O)CSc2nc3nc(C)cc(C)n3n2)c(C)c1` has the entry 5

# No new results follow: seven of the compounds above.
item	TRHR PAM	RXFP1 antag	D1 PAM	D2 PAM	Apoferritin bind	D1 ag	RXFP1 agonist	TRHR ag	D1 antagonist	Molecule
1	-3	-1	2	9	-9%	0	-0.3%	-0.2	3	CCCCC(=O)NNC(=S)NCc1ccccc1
2	12	?	-11	16	-16%	2	-1.1%	-0.8	-26	N=c1n(CCN2CCCCC2)c2ccccc2n1CC(=O)c1ccc(Cl)c(Cl)c1
3	50*	8	6	3	-2%	1	-0.1%	-0.2	13	COc1cc(OC)cc(C(=O)Nc2cccnc2)c1
4	9	.	-2	5	3%	-1	-1.3%	-2.7	9	Cc1cc(C)c(NC(=O)CSc2nc3nc(C)cc(C)n3n2)c(C)c1
5	12	-4	7	17	1%	2	-1.2%	-0.4	1	Cc1cc(OCCOc2cccc3cccnc23)c(C)cc1Cl
6	-3	0	1	1	-7%	3	1.9%	0.3	-1	Cc1ccc([N+](=O)[O-])cc1N1C(=O)CS/C1=N\NC(=O)c1cccnc1
7	0	-4	-7	2	-9%	3	2.3%	-0.6	-17	NNC(=O)c1cc(-c2ccc(O)cc2)nc2ccc(Br)cc12

# TRHR PAM: entries above that show a hit
item	TRHR PAM	RXFP1 antag	D1 PAM	D2 PAM	Apoferritin bind	D1 ag	RXFP1 agonist	TRHR ag	D1 antagonist	Molecule
3	50*	8	6	3	-2%	1	-0.1%	-0.2	13	COc1cc(OC)cc(C(=O)Nc2cccnc2)c1
19	32*	0	-4	-3	.	2	0.3%	0.3	-5	CC1C(=O)N2CCCc3cc(S(=O)(=O)Nc4ccccc4C(N)=O)cc1c32 (stereo not drawn)

# New compounds follow:
item	TRHR PAM	RXFP1 antag	D1 PAM	D2 PAM	Apoferritin bind	D1 ag	RXFP1 agonist	TRHR ag	D1 antagonist	Molecule
31	2	-2	-4	-4	-11%	7	2.2%	-0.2	4	COc1ccc(OCC(=O)Nc2c(Cl)ccc3nsnc23)cc1
32	-10	-4	-5	0	-20%	8	-0.6%	0.2	-1	COc1ccc(CC(=O)O/N=C(\N)c2cccc([N+](=O)[O-])c2)cc1
33	-2	-22	-4	-13	-9%	2	3.1%	0.5	-12	O=C(Nc1ccc(Cl)cc1)c1ccc(Br)cc1F
34	2	-30	-2	7	?	1	1.3%	0.2	-7	O=C(/C=C/c1cccc([N+](=O)[O-])c1)N1CCN(S(=O)(=O)c2cccs2)CC1
35	4	-16	-2	-2	-20%	1	4.7%	-0.5	-11	COc1cc2c(cc1NC(=S)Nc1cccc(C)c1)oc1ccccc12
36	6	-5	5	-2	4%	3	2.3%	-0.2	-8	CC(C)CC(NC(=O)CCC(=O)OCC(=O)[C@@]1(O)CCC2[C@@H]3CCC4=CC(=O)C=C[C@]4(C)C3[C@@H](O)C[C@@]21C)C(=O)O (stereo partly drawn)
37	-2	-2	-3	5	-10%	7	0.0%	-1.6	6	COc1cc(/C=C/C(=O)OCC(=O)Nc2cc(S(=O)(=O)N(C)C)ccc2Cl)ccc1O
38	-3	0	-6	10	-11%	4	-0.7%	0.7	16	CN(c1ccc(OCC(=O)NCc2cccnc2)cc1)S(=O)(=O)c1ccc(Cl)cc1
39	3&-3	1&0	-5&-2	18&-8	-22%&-10%	3&2	-0.8%&0.2%	1.4&-0.1	2&1	Cc1nn(CC(=O)Nc2ccccc2C(F)(F)F)c(=O)c2cccn12
40	-4	-18	8	-6	0%	2	2.6%	0.4	-11	O=c1[nH]c(/C=C\c2cccnc2)c([N+](=O)[O-])c(=O)[nH]1
41	5	-5	-1	2	-11%	7	7.7%	0.3	-2	CCC1CC(CSc2ncn[nH]2)OC1=O (stereo not drawn)
42	-2	?	-4	.	-13%	2	-0.9%	0.8	-2	COc1ccc2c(c1)CC/C2=N\OC(=O)c1ccccc1C
43	-2	-15	-8	-22	.	4	-0.9%	-0.1	5	O=C(NCC(c1ccco1)N1CCCC1)c1cn(-c2ccccc2)nc1-c1ccc(F)cc1 (stereo not drawn)
44	-5	-4	-5	-11	-23%	1	-0.4%	1.3	10	c1ccc(CN2CCC(=NNc3nc4ccccc4[nH]3)CC2)cc1
45	0	.	-2	-1	54%[activator]	9	1.6%	1.3	-3	CSc1ccc(CCNC(=O)c2cc3c(-c4ccccc4F)nn(C)c3s2)cc1
46	-6	-4	0	6	.	3	-0.3%	0.7	5	CN(CC(=O)Nc1ccccc1Br)CC(=O)Nc1ccccc1-c1ccccc1
47	6	0	5	6	-3%	-3	0.7%	-0.3	-6	CCCS(=O)(=O)c1c(S(=O)(=O)CCC)c2c(C)cccn2c1C(N)=O
48	0	.	-2	11	11%	2	0.4%	0.6	-5	CC(C)CC(=O)N1CC(C)N(C(=O)CC(C)C)CC1C (stereo not drawn)
49	2	-2	0	-6	43%[activator]	0	8.6%	-0.6	2	COc1ccc(-c2cn3cccnc3n2)cc1NC(=O)c1ccccc1C(F)(F)F

# Source: PubChem BioAssay
